Yfh1-off respiration – enhancers of respiration in Yfh1-depleted yeast, dose response, Friedreich's ataxia, plus single-dose screen (AID 1465); S. cerevisiae Yfh1-off respiration, WST-1 reduction, 72 h; higher fold induction means a stronger effect; fold induction at 50 µM, or EC50 in µM where a hit was titrated; 0.074% of 220,000 active;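 active = fold induction of absorbance versus untreated yeast above a set limit, then at least 30% activation at any dose in follow-up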;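 also: activators that raise dye reduction in frataxin-depleted yeast; strong numbers were not always called active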
T cell modulator – T cell immune modulation candidate; 2C CD8+ T cell-vesicle binding, flow cytometry; active compounds read low; calls only at 7 µM; 0.068% of 330,000 active;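 active = response, share of CD8 T cells binding vesicles, and their 90th percentile fluorescence all below set limits, cut at about 80% in these data, passing the limit was not always enough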
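Read-out – percent CD8+ FL2 mean versus row control · System – murine 2C transgenic CD8+ T lymphocytes · Times – 1.5 h cell–vesicle binding at 37 °C, then 20 min icy labelling · Control set – naked vesicles low, QL9 vesicles with vehicle high · Detection – cytometric PE anti-B7-1 and Alexa647 anti-CD8 signals after 1% paraformaldehyde fixation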
T cell modulator vesicle-bound % – also measured in T cell modulator; calls as there; double positive events, %; measured here: CD8+ vesicle-bound cell fraction;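 binding gate set so that unloaded-vesicle control wells show 10% double positive cells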
An asterisk follows results filed as active; i = inactive; . = no result given. These rows are one share of the data, so the mix of outcomes need not match the whole.

SMILES | Yfh1-off respiration | T cell modulator | T cell modulator vesicle-bound %
COc1cc2nc(N3CCN(C(=O)[C@H]4COc5ccccc5O4)CC3)nc(N)c2cc1OC | . | i | 26.0
O=C(O)CNC(=O)c1ccccc1 | . | i | 14.7
COC(c1ccccc1)(c1ccccc1)C(Oc1nc(C)cc(C)n1)C(=O)O (stereo not given) | . | i | 59.7
CCCOC(=O)c1ccc(O)cc1 | . | i | 25.0
COc1ccc(/C=C/C(=O)O)cc1 | . | i | 13.9
CC(C)(CO)C(O)C(=O)NCCCO (stereo not given) | . | i | 46.3
COc1ccc(/C=N/NC(=O)c2ccncc2)cc1OC | . | i | 20.9
O=C(O)/C=C/c1ccc(O)cc1 | i | i | 28.1
CCc1c2c(nc3ccc(OC(=O)N4CCC(N5CCCCC5)CC4)cc13)-c1cc3c(c(=O)n1C2)COC(=O)[C@]3(O)CC | i | i | 54.6
CCC(=O)O[C@]1(C(=O)SCF)[C@H](C)C[C@H]2[C@@H]3C[C@H](F)C4=CC(=O)C=C[C@]4(C)[C@@]3(F)[C@@H](O)C[C@@]21C | i | i | 46.8

Copied from the list.
COC(c1ccccc1)(c1ccccc1)C(Oc1nc(C)cc(C)n1)C(=O)O (stereo not given) in T cell modulator vesicle-bound % is listed with 59.7
CCCOC(=O)c1ccc(O)cc1 in T cell modulator vesicle-bound % is listed with 25.0

Full records, quoted from the list. Order of values: Yfh1-off respiration | T cell modulator | T cell modulator vesicle-bound %
Profile of O=C(O)/C=C/c1ccc(O)cc1 → i | i | 28.1
Profile of CCC(=O)O[C@]1(C(=O)SCF)[C@H](C)C[C@H]2[C@@H]3C[C@H](F)C4=CC(=O)C=C[C@]4(C)[C@@]3(F)[C@@H](O)C[C@@]21C → i | i | 46.8
Profile of CCCOC(=O)c1ccc(O)cc1 → . | i | 25.0
Profile of CC(C)(CO)C(O)C(=O)NCCCO (stereo not given) → . | i | 46.3
Profile of CCc1c2c(nc3ccc(OC(=O)N4CCC(N5CCCCC5)CC4)cc13)-c1cc3c(c(=O)n1C2)COC(=O)[C@]3(O)CC → i | i | 54.6
